Bioassay records: PubChem, several laboratories
OPRM1-OPRD1 inv – inverse agonists of human mu-delta opioid receptor heterodimerization | cell-based MOR-DOR heterodimer luminescence, inverse agonism | hit rate 0.21% among 340,000 | inhibition, % at 9.3 µM | AID 504357; in the data active = inhibition above about 22%, passing the limit was not always enough;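 also: 0% = cells with DMSO and 100% = wells without cells with DMSO; values of inactives mirror those of a sister screen read the other way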
HTR5A inv ag – inverse agonist of human HTR5A in OPRM1-OPRD1 counter-screen | hit rate 0.083% among 340,000 | HTR5A cell line, luminescence, inverse agonism | inhibition, % at 9.3 µM | P47898; in the data active = inhibition mostly above about 23%, no sharp cut-off; inactive = mostly below about 18%;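 also: 0% = cells with DMSO and 100% = no-cell wells with DMSO; some compounds called inactive have numbers as strong as hits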
Target sequence (P47898 whole entry, looked up): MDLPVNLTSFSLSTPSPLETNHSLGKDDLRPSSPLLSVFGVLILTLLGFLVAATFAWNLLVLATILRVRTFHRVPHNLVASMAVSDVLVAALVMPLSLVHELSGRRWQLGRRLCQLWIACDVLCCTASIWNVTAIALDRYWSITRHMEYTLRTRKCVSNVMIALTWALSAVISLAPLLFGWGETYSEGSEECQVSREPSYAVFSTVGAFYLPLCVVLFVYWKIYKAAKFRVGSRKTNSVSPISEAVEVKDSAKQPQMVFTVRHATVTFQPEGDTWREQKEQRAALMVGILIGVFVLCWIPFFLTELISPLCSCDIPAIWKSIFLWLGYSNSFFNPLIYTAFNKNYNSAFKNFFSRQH
PKA-R1A act – activates the PKA-R1A holoenzyme complex | P00514+P68181 | PKA-R1A dissociation, Cy5-IP20 fluorescence polarization; scaled: DMSO 0%, 113 µM cGMP 100% | activation, % at 11.4 µM | hit rate 0.083% among 340,000 | AID 504707;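 active = percent activation above the mean of all tested compounds plus 3 SD, cut at about 19% in these data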;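 also: higher means more PKAc released from R1A so a rise in polarization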
HTR5A ag – activates human HTR5A in OPRM1-OPRD1 agonist counter-screen. hit rate 0.61% among 340,000. HTR5A agonist assay, luminescence, cell-based. P47898. AID 504692. activation, % at 9.3 µM; in the data active = activation mostly above about 9.5%, no sharp cut-off; inactive = mostly below about 7.6%;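 also: 0% = cells with vehicle only and 100% = reference agonist; strong numbers were not always called active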
OPRM1-OPRD1 ag – OPRM1-OPRD1 heterodimerization agonism; hit rate 0.3% among 340,000; AID 504326; P35372+P41143; activation, % at 9.3 µM; cells, luminescence; in the data active = activation above about 18%;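 also: 0% = vehicle-treated cells and 100% = reference agonist; values of inactives mirror those of a sister screen read the other way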
SUMO Mot1 rescue – blocks SUMOylation pathway, rescuing yeast Mot1-301 growth; hit rate 1% among 320,000; growth rescue, % at 18.8 µM; S. cerevisiae Mot1-301 growth rescue, ATP luminescence, 38.5C; percent above DMSO median, 100 means doubled;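 active = every valid replicate shows activation above 250% relative to neutral control wells; inactive = the rest, any valid replicate at or below 250%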;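 also: OY570 slx delta 5 strain wells were the positive control but not used for scaling; some compounds called inactive have numbers as strong as hits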
E coli growth – bacterial growth inhibition, counter-screen for AddAB inhibitors; E. coli V3065 growth, OD600 absorbance, 18 h; AID 449728; hit rate 0.27% among 330,000; inhibition, % at 11.9 µM;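 active = inhibition above the campaign's mean inhibition across all tested compounds plus 3 SD, cut at about 9.9% in these data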;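 also: uninfected addAB+ strain grown without phage in ampicillin broth; 0% = DMSO wells and 100% = ciprofloxacin 0.95 µg/ml wells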
PfHsp90 set2 – growth inhibition of yeast expressing Plasmodium Hsp90; inhibition, % at 9.4 µM; hit rate 0.32% among 310,000; S. cerevisiae expressing PfHsp90, BacTiter-Glo ATP, 48 h; yeast lacking PDR1 and PDR3 efflux regulators;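 active = every replicate shows inhibition above about 80%, whatever the replicate mean, limit read from the data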;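 also: 0% = DMSO neutral controls and 100% = 20 µM radicicol positive controls; yeast relying on Plasmodium falciparum Hsp90 in place of its own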
Pemphigus Ab inh – blocks pemphigus antibody binding to human desmoglein-3; P32926; DSG3-coupled beads, scFv-anti-DSG3-GFP binding, flow cytometry; active compounds read low; binding (percent of control), % at 10 µM; hit rate 0.48% among 310,000;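 active = binding more than 3 SD below its plate's average and above zero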;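 also: hits lower antibody fragment binding to DSG3; some compounds called inactive have numbers as strong as hits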
AddAB inh – less growth of phage-infected E. coli with AddAB; E. coli expressing H. pylori AddAB, absorbance growth; inhibition, % at 11.9 µM; hit rate 0.29% among 330,000; AID 435030; in the data active = inhibition above about 12%;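 also: 0% = vehicle wells of infected cells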
phage Ecoli inh – E. coli growth loss with phage present | growth absorbance | inhibition, % at 11.9 µM | hit rate 0.26% among 360,000 | AID 651602; in the data active = inhibition above about 11%
* = called active by the depositor.

Cc1ccc(C(=O)N2CCN(S(=O)(=O)c3ccccc3)CC2)s1 was read as OPRM1-OPRD1 inv 13, HTR5A inv ag -7, PKA-R1A act -10, HTR5A ag 1, OPRM1-OPRD1 ag -2.0, SUMO Mot1 rescue 236, E coli growth 2.6, PfHsp90 set2 -6, Pemphigus Ab inh 96, AddAB inh -0.7 and phage Ecoli inh 2.4.
`O=[N+]([O-])c1ccc(Cl)c(/C=N/n2c(C3CCCCC3)n[nH]c2=S)c1` gave OPRM1-OPRD1 inv 10, HTR5A inv ag -5, PKA-R1A act -7, HTR5A ag -2, OPRM1-OPRD1 ag -2.1, E coli growth -1.2, PfHsp90 set2 -15, Pemphigus Ab inh 97, AddAB inh 5.0 and phage Ecoli inh 2.7.
Screening CCCc1ccc2c(N)c(C#N)sc2n1 returned OPRM1-OPRD1 inv -9, HTR5A inv ag -28, PKA-R1A act 3, HTR5A ag -1, OPRM1-OPRD1 ag 2.0, SUMO Mot1 rescue 3, E coli growth -3.4, PfHsp90 set2 10, Pemphigus Ab inh 119, AddAB inh -1.3 and phage Ecoli inh 1.6.
Screening CCN(CC)c1ccc(C(=O)NNC(=O)CCNC(=O)c2ccccc2)cc1 returned OPRM1-OPRD1 inv 4, HTR5A inv ag 15, PKA-R1A act -11, HTR5A ag -6, OPRM1-OPRD1 ag -0.8, SUMO Mot1 rescue 6, E coli growth 0.0, PfHsp90 set2 -6, Pemphigus Ab inh 89, AddAB inh 1.1 and phage Ecoli inh 4.5.
For O=[N+]([O-])c1ccc(Cl)cc1N1CCCC1 the results were OPRM1-OPRD1 inv 7, HTR5A inv ag 1, PKA-R1A act 3, HTR5A ag 0, OPRM1-OPRD1 ag -1.4, SUMO Mot1 rescue -11, E coli growth 0.8, PfHsp90 set2 6, Pemphigus Ab inh 99, AddAB inh 1.3 and phage Ecoli inh 3.4.
`Cc1c(Cl)cnc(NC(=O)COC(=O)c2ccc3ncsc3c2)c1Cl` gave OPRM1-OPRD1 inv 4, HTR5A inv ag 14, PKA-R1A act -14, HTR5A ag -5, OPRM1-OPRD1 ag -0.6, SUMO Mot1 rescue 2, E coli growth -2.4, PfHsp90 set2 14, Pemphigus Ab inh 87, AddAB inh -1.1 and phage Ecoli inh 1.1.
`COc1ccc(C2C3=C(CC(C)(C)CC3=O)Oc3ncn4nc(-c5cccnc5)nc4c32)cc1` (stereo not given) gave OPRM1-OPRD1 inv 6, HTR5A inv ag 15, PKA-R1A act -8, HTR5A ag 2, OPRM1-OPRD1 ag -1.2, SUMO Mot1 rescue 11, E coli growth 0.8, PfHsp90 set2 0, Pemphigus Ab inh 93, AddAB inh -0.5 and phage Ecoli inh -0.9.
C=CCn1c(O)c(N=NC(=S)Nc2ccccc2F)c2cc(S(=O)(=O)N3CCOCC3)ccc21 was read as OPRM1-OPRD1 inv -10, HTR5A inv ag 0, PKA-R1A act 2, HTR5A ag 2, OPRM1-OPRD1 ag 2.0, SUMO Mot1 rescue 97, E coli growth -2.5, PfHsp90 set2 -12, Pemphigus Ab inh 94, AddAB inh -2.2 and phage Ecoli inh 0.8.
`O=C(NCc1ccccc1Cl)C(=O)NCC1OCCCN1S(=O)(=O)c1cccs1` (stereo not given) gave OPRM1-OPRD1 inv 15, HTR5A inv ag -14, PKA-R1A act -5, HTR5A ag 1, OPRM1-OPRD1 ag -2.7, SUMO Mot1 rescue -8, E coli growth 0.6, PfHsp90 set2 9, AddAB inh 1.6 and phage Ecoli inh -1.1.
CC1=C(C)CC(C(=O)NCC(=O)c2ccccc2)C(C(=O)O)C1 (stereo not given) was read as OPRM1-OPRD1 inv 4, HTR5A inv ag 13, PKA-R1A act 3, HTR5A ag 2, OPRM1-OPRD1 ag -0.8, SUMO Mot1 rescue -19, E coli growth 0.8, PfHsp90 set2 -14, Pemphigus Ab inh 95, AddAB inh 1.0 and phage Ecoli inh -1.1.
`CCN(CC)C(=O)Oc1ccc2ccccc2c1Cl` gave OPRM1-OPRD1 inv -6, HTR5A inv ag 1, PKA-R1A act -4, HTR5A ag 4, OPRM1-OPRD1 ag 0.9, SUMO Mot1 rescue -4, E coli growth 1.6, PfHsp90 set2 -8, Pemphigus Ab inh 89, AddAB inh 2.3 and phage Ecoli inh 1.7.
Screening COc1ccccc1OC(C)C(=O)Nc1ccc(S(=O)(=O)N2CCN(C)CC2)cc1 (stereo not given) returned OPRM1-OPRD1 inv -3, HTR5A inv ag -10, PKA-R1A act 0, HTR5A ag 0, OPRM1-OPRD1 ag 0.4, SUMO Mot1 rescue -12, E coli growth -2.7, PfHsp90 set2 5, AddAB inh 3.0 and phage Ecoli inh 2.4.
CS(=O)(=O)Nc1ccccc1C(=O)O was read as OPRM1-OPRD1 inv 14, HTR5A inv ag 2, PKA-R1A act -3, HTR5A ag 4, OPRM1-OPRD1 ag -2.6, SUMO Mot1 rescue -14, E coli growth -0.1, PfHsp90 set2 32, Pemphigus Ab inh 96, AddAB inh 5.0 and phage Ecoli inh 3.3.
Screening CCc1ccc(C2c3[nH]c4ccccc4c3CCN2C(=O)CNC(N)=O)cc1 (stereo not given) returned OPRM1-OPRD1 inv 19, HTR5A inv ag 14, PKA-R1A act -11, HTR5A ag -5, OPRM1-OPRD1 ag -4.0, SUMO Mot1 rescue 76, E coli growth 0.8, PfHsp90 set2 -13, AddAB inh 1.0 and phage Ecoli inh 1.4.
For CCc1ccccc1NC(=O)CN(C)C(=O)c1cc(C2CC2)nc2c1cnn2C(C)C the results were OPRM1-OPRD1 inv 4, HTR5A inv ag -29, PKA-R1A act 0, HTR5A ag 11, OPRM1-OPRD1 ag -0.9, SUMO Mot1 rescue 0, E coli growth 1.1, PfHsp90 set2 -31, AddAB inh -0.9 and phage Ecoli inh 4.5.
For COc1ccc(-c2noc(N3CCC(C(=O)NCCCN4CCCC(C)C4)CC3)n2)cc1 (stereo not given) the results were OPRM1-OPRD1 inv 2, HTR5A inv ag -7, PKA-R1A act 1, HTR5A ag -2, OPRM1-OPRD1 ag -0.3, SUMO Mot1 rescue -8, E coli growth -0.4, PfHsp90 set2 12, Pemphigus Ab inh 110, AddAB inh -0.7 and phage Ecoli inh 0.0.
COc1cccc(N(CC(=O)NCCSc2ccc(Cl)cc2)S(C)(=O)=O)c1 was read as OPRM1-OPRD1 inv 9, HTR5A inv ag -15, PKA-R1A act -1, HTR5A ag 4, OPRM1-OPRD1 ag -1.8, SUMO Mot1 rescue -7, E coli growth 0.9, PfHsp90 set2 34, Pemphigus Ab inh 97, AddAB inh 2.6 and phage Ecoli inh -7.5.
`NS(=O)(=O)c1ccc(N2CCOCC2)c(C(=O)NCCCSc2ccccc2)c1` gave OPRM1-OPRD1 inv 7, HTR5A inv ag -12, PKA-R1A act -4, HTR5A ag 5, OPRM1-OPRD1 ag -1.8, SUMO Mot1 rescue -3, E coli growth 2.1, PfHsp90 set2 3, Pemphigus Ab inh 98, AddAB inh 1.6 and phage Ecoli inh 1.2.
COC(=O)C1=C(C)N(Cc2ccccc2)C(=NCc2cccc(C(F)(F)F)c2)N[C@H]1c1cccc(F)c1 was read as OPRM1-OPRD1 inv -126, HTR5A inv ag -10, PKA-R1A act -9, HTR5A ag 4, OPRM1-OPRD1 ag 23*, SUMO Mot1 rescue -66, E coli growth 3.6, PfHsp90 set2 4, Pemphigus Ab inh 109, AddAB inh 2.1 and phage Ecoli inh 6.2.
`Clc1cccc(CNc2nc(-c3cccnc3)nc3ccccc23)c1` gave OPRM1-OPRD1 inv -29, HTR5A inv ag -4, PKA-R1A act -7, HTR5A ag 6, OPRM1-OPRD1 ag 3.6, PfHsp90 set2 23, Pemphigus Ab inh 116 and phage Ecoli inh 2.6.
CCCCc1ccc(-c2nc(-c3ccncc3)no2)cc1 was read as OPRM1-OPRD1 inv 2, HTR5A inv ag -1, PKA-R1A act -6, HTR5A ag 5, OPRM1-OPRD1 ag -0.5, SUMO Mot1 rescue -20, E coli growth 1.3, PfHsp90 set2 0, AddAB inh 1.9 and phage Ecoli inh 2.5.
For COC(=O)c1cc(C)sc1NC(=O)CN1CCN(C(=O)c2ccco2)CC1 the results were OPRM1-OPRD1 inv 19, HTR5A inv ag -11, PKA-R1A act 2, HTR5A ag 4, OPRM1-OPRD1 ag -4.6, SUMO Mot1 rescue 169, E coli growth 2.9, PfHsp90 set2 0, Pemphigus Ab inh 111, AddAB inh 3.9 and phage Ecoli inh 3.9.
`COC(=O)c1ccc(NS(=O)(=O)c2cc(C)ccc2OC)cc1` gave OPRM1-OPRD1 inv 4, HTR5A inv ag -12, PKA-R1A act -13, HTR5A ag 0, OPRM1-OPRD1 ag -0.7, SUMO Mot1 rescue 6, E coli growth -1.5, PfHsp90 set2 5, Pemphigus Ab inh 110, AddAB inh -3.0 and phage Ecoli inh 3.4.
Screening O=C(COc1cccc2ccccc12)Nc1nc2ccccc2[nH]1 returned OPRM1-OPRD1 inv -19, HTR5A inv ag -7, PKA-R1A act 2, HTR5A ag 2, OPRM1-OPRD1 ag 3.5, SUMO Mot1 rescue 137, E coli growth -1.2, PfHsp90 set2 -11, Pemphigus Ab inh 104, AddAB inh -3.2 and phage Ecoli inh 3.5.
`CCc1ccc(C(=O)COC(=O)C(CCSC)NC(=O)c2ccccc2)cc1` (stereo not given) gave OPRM1-OPRD1 inv 9, HTR5A inv ag 0, PKA-R1A act 8, HTR5A ag 0, OPRM1-OPRD1 ag -1.4, SUMO Mot1 rescue 80, E coli growth -2.0, PfHsp90 set2 -3, Pemphigus Ab inh 85, AddAB inh -2.0 and phage Ecoli inh 2.0.
`CCN(C(=O)Cn1cc(C(F)(F)F)ccc1=O)c1c(N)n(Cc2ccccc2)c(=O)[nH]c1=O` gave OPRM1-OPRD1 inv 9, HTR5A inv ag -9, PKA-R1A act -3, HTR5A ag 8, OPRM1-OPRD1 ag -1.9, SUMO Mot1 rescue 15, E coli growth 0.7, PfHsp90 set2 0, AddAB inh 2.0 and phage Ecoli inh 4.0.
`CCCCn1c(CN2CCN(C)CC2)nc2ccccc21` gave OPRM1-OPRD1 inv 5, HTR5A inv ag 8, PKA-R1A act 0, HTR5A ag -3, OPRM1-OPRD1 ag -1.2, SUMO Mot1 rescue -19, E coli growth 2.4, PfHsp90 set2 2, Pemphigus Ab inh 112, AddAB inh -0.6 and phage Ecoli inh 4.1.
Screening Cn1c(N)c(C(=O)COC(=O)COc2ccc(C#N)cc2)c(=O)n(C)c1=O returned OPRM1-OPRD1 inv 8, HTR5A inv ag 7, PKA-R1A act 0, HTR5A ag -1, OPRM1-OPRD1 ag -1.6, SUMO Mot1 rescue 5, E coli growth -1.5, PfHsp90 set2 -8, Pemphigus Ab inh 90, AddAB inh -1.4 and phage Ecoli inh 0.2.

Not a hit list. Share with any hit: about 3.2%.
